Compound activity from PubChem BioAssay.
Tb MetRS inh: blocks T. brucei methionyl-tRNA synthetase activity; purified T. brucei MetRS, ATP depletion, Kinase-Glo luminescence; inhibition, % at 11.9 µM; 360,000 tested, 0.4% active;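 active = inhibition above a per-plate cutoff of the control wells' mean inhibition plus 3 SD, cut at about 5.5% in these data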;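 also: 0% = DMSO wells median and 100% = median of wells with control inhibitor compound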
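Measured by: Kinase-Glo luciferase luminescence reporting remaining unconsumed ATP. Material: purified T. brucei MetRS enzyme. Doses: 11.9 µM compound single dose, 0.9% DMSO. Medium: HEPES buffer containing pyrophosphatase, BSA, spermine, DTT. Times: 15 min preincubation, 2 h reaction, all 25 °C. Reagent: methionine, ATP and bulk E. coli tRNA.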
NRP1-CendR mod: NRP-1/CendR interaction modulation | O14786 | FAM-RPARPAR peptide binding to NRP-1, fluorescence polarization | inhibition, % at 25 µM | 360,000 tested, 0.85% active;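 active = inhibition or corrected inhibition above about 18%, plus a signal ratio from 0.5 to 1.5, limit read from the data, passing the limit was not always enough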; also: strong numbers were not always called active
Target sequence (O14786 whole entry, looked up): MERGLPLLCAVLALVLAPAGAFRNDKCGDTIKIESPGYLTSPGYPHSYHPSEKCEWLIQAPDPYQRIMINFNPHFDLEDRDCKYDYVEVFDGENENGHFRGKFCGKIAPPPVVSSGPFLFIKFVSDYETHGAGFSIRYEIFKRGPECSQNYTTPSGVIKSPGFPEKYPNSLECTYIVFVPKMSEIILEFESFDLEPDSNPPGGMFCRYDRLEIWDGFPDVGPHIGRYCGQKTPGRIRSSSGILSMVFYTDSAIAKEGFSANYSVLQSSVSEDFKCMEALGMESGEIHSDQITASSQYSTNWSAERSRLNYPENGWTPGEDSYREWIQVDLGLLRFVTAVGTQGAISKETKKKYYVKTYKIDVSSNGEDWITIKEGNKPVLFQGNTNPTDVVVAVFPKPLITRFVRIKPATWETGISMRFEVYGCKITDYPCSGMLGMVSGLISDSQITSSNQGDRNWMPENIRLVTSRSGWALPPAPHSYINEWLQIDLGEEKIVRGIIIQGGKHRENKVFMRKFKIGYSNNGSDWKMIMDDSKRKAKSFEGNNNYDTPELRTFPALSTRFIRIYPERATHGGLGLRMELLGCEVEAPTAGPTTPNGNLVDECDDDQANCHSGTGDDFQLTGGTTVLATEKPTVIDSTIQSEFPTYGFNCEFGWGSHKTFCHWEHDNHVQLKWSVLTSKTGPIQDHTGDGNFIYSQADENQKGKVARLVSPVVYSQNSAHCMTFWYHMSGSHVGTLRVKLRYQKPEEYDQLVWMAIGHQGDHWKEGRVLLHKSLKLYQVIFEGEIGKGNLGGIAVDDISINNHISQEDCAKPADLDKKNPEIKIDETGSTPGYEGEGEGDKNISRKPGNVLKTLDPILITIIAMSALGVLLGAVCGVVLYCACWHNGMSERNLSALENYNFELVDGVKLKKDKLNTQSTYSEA
MsrA act: activates bovine MsrA enzyme; activation, % at 10.6 µM; 360,000 tested, 0.3% active; purified bovine MsrA, absorbance read-out; AID 602163; in the data active = activation above about 7.5%;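 also: 0% = vehicle and 100% = reference activator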
E coli Lon inh: E. coli protease La inhibition | P0A9M0 | inhibition, % at 7.94 µM | 360,000 tested, 0.42% active | purified E. coli Lon protease, fluorescence polarization | AID 602123; in the data active = inhibition above about 13%, passing the limit was not always enough;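 also: 0% = enzyme with probe and DMSO and 100% = no enzyme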
Scp1 inh: inhibitors of human Scp-1 phosphatase; Q9GZU7; Recombinant Scp1, phosphopeptide, malachite green phosphate absorbance; inhibition, % at 20 µM; 340,000 tested, 0.88% active; AID 493091;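 active = inhibition above about 50% at 20 µM, limit read from the data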;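 also: plate controls were DMSO wells with enzyme for no effect and wells lacking enzyme for full effect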
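Test system: SCP-1 phosphatase catalytic domain, residues 76-261; measured by: colorimetric phosphate reagent with accelerator and stabiliser, absorbance at 630 nm; timing: enzyme reaction 45 min at room temperature, colour 5 min, stabilisation 30 min; also added: Phosphorylated 17-residue peptide substrate; compound dosing: one concentration, 20 µM, with 1.0% DMSO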
DNMT1 block: blocks human DNA methyltransferase DNMT1; DNMT1 molecular beacon, Hinp1I cleavage, fluorescence; inhibition (reported as % activation of signal), % at 10 µM; 360,000 tested, 0.83% active; in the data active = inhibition above about 50%
LMPTP inh: LMPTP (human) inhibition | P24666 | recombinant LMPTP-A, OMFP fluorogenic substrate, fluorescence intensity | inhibition, % at 20 µM | 360,000 tested, 0.22% active | AID 651560;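 active = compounds that cut the enzyme signal by at least half of the control window in the single-dose screen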;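 also: plate controls were DMSO wells with enzyme plus substrate for no effect and substrate without enzyme for full effect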
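Buffer or medium: Bis-Tris pH 6.0, DTT, detergent; Assay system: LMPTP-A enzyme; Quantity: 0.625 nM enzyme; Detection: endpoint fluorescence intensity; Times: 50 min dark incubation at room temperature; Controls: substrate-only low control, DMSO enzyme-plus-substrate high control; Doses: single 20 µM dose; Read-out: percent inhibition versus substrate-only and uninhibited controls; Reagent: 400 µM OMFP.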
MsrA inhibitor: bovine MsrA inhibition. purified bovine MsrA, absorbance read-out. inhibition, % at 15.5 µM. 360,000 tested, 0.75% active. AID 651718; in the data active = inhibition above about 4.5%;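 also: 0% = vehicle wells with enzyme and 100% = reference inhibitor wells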
STEP block: blocks human striatal-enriched tyrosine phosphatase | recombinant STEP, OMFP fluorogenic substrate, fluorescence | P54829 | inhibition, % at 20 µM | 360,000 tested, 0.25% active | AID 588621;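 active = inhibition at 20 µM, scaled per plate between control wells, above about 37%, limit read from the data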;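 also: 0% = DMSO with enzyme and substrate and 100% = substrate only without enzyme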
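Assay system: isolated STEP enzyme. Buffer or medium: pH 6.0 Bis-Tris with DTT and Tween 20. Also added: fluorogenic phosphatase substrate OMFP at 25 µM final. Dosing: 20 µM, 1% DMSO. Timing: 20 min reaction, room temperature, in the dark. Measured by: fluorescence intensity, excitation 480 nm, emission 540 nm. Evaluation: normalized % inhibition.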
SUMO1 PPI mod: modulators of human SUMO1-mediated protein-protein interactions; P63165; 360,000 tested, 0.33% active; SUMO1 binding to a labelled peptide, TR-FRET, 1 h; inhibition, % at 20 µM; in the data active = inhibition above about 37%
Target sequence (P63165 whole entry, looked up): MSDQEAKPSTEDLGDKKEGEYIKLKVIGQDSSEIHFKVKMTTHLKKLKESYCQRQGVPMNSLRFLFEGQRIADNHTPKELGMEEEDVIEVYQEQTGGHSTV
Active calls of the source: *; . = no result given.

SMILES	Tb MetRS inh	NRP1-CendR mod	MsrA act	E coli Lon inh	Scp1 inh	DNMT1 block	LMPTP inh	MsrA inhibitor	STEP block	SUMO1 PPI mod
COc1ccc(-c2cn3ccccc3n2)cc1OC	-3.1	6.0	-1.6	7.6	-2.7	3.1	1.7	2.6	-3.6	1.1
Cc1ccnc(NC(=O)CCC(=O)c2cccs2)c1	-0.7	2.9	-1.6	-8.5	6.0	9.9	0.5	0.1	1.7	13.5
O=C(c1cccc(S(=O)(=O)Nc2ccc(F)cc2)c1)N1CCCC1	-0.5	15.3	-3.5	-7.1	12.5	3.8	-0.6	-1.1	-2.8	-2.2
C=CCNC(=O)c1oc2ccc(S(=O)(=O)N3CCCCC3)cc2c1C	-0.7	1.6	-1.9	16.9	-8.6	0.3	-1.8	1.1	-0.9	-1.3
CCOc1ccc(NC(=O)CN(C)C(=O)c2ccc(OCC(=O)N3CCOCC3)c(OC)c2)cc1OCC	-0.2	-16.9	-1.5	-5.5	-9.0	-0.5	-1.0	0.3	-2.9	5.5
CCOC(=O)[C@]12CCCC=C1N(CCC1=CCCCC1)C(=O)[C@H](CC(=O)N1CCOCC1)C2	-0.8	-17.4	.	.	.	.	-1.4	0.6	.	-7.8
COC(=O)c1ccc(Oc2c(Cl)cccc2[N+](=O)[O-])cc1	1.6	-8.5	-2.1	-2.9	-7.3	8.8	2.2	0.7	-2.8	-9.0
CC1CCCCN1CCCNC(=O)CN1C(=O)c2cccnc2Oc2ccccc21 (centres undefined)	-0.5	12.7	-0.9	13.9	-3.8	-1.4	-2.7	0.1	-3.9	2.4
CCc1cccc2sc(NC(=O)c3ccc(N4C(=O)CCC4=O)cc3)nc12	0.1	-8.3	-0.1	-16.6	-12.0	25.9	-1.1	-0.1	-3.4	-0.2
S=C(Nc1ccc(Oc2ccccc2)cc1)N1CCN(c2ccccn2)CC1	-0.5	0.9	2.1	-3.5	-0.8	-1.2	1.1	1.0	10.3	-0.8
CC(O)/C=C/c1cccc[n+]1C (centres undefined)	0.3	-5.0	-0.5	-4.0	96.2*	-3.8	-9.8	-0.6	0.3	-0.6
Cc1ccc(C(=O)CN2C(=O)NC3(CCOc4ccccc43)C2=O)s1 (centres undefined)	0.3	-16.5	-1.9	0.9	-5.5	-0.5	0.5	0.8	1.4	-2.8
C=CCn1c(SCC(=O)Nc2ccc(-c3nc4ccc(C)cc4s3)cc2)nnc1-c1ccccc1	-0.2	-48.2	-3.1	0.0	61.5*	73.8*	7.4	0.8	9.7	7.0
O=P(COCCO)(c1ccccc1)c1ccccc1	-1.3	-8.0	-0.5	-0.8	-3.1	0.7	-3.2	0.3	-15.1	3.1
CC1(Cc2cccc(F)c2)C(=O)Nc2ccc(OC(F)(F)F)cc21 (centres undefined)	0.0	-2.0	-0.6	-5.7	.	1.2	2.9	-0.2	2.6	-1.0
O=[N+]([O-])c1ccc(Sc2n[nH]c(-c3ccncc3)n2)nc1	-0.9	4.5	-6.3	-0.2	-7.0	2.5	0.0	4.1	-2.1	-20.2
Cc1cccc(CCN2C(N(C)C)=NC[C@@H]2C)c1	0.8	-5.2	-3.8	-16.7	0.8	6.7	-2.7	-0.4	-1.1	6.6
Cc1ccc(S(=O)(=O)NCc2ccc(C(=O)NCCN(Cc3ccccc3)C(C)C)cc2)cc1	-1.2	-2.6	-5.6	1.4	14.4	2.1	0.3	0.5	-2.5	1.6
COC(=O)[C@]1(CC(C)C)N[C@H](c2ccc(SC3CCCCC3)cc2)[C@@H]2C(=O)N(C)C(=O)[C@@H]21	0.5	-3.4	-9.5	-3.7	0.6	-0.9	2.1	0.8	1.7	2.1
C=CCNC(=O)CN1CCC(O)(c2ccc(F)cc2)CC1	-1.1	-10.1	-7.8	-5.5	0.4	0.9	-3.2	-0.1	-1.8	-0.6
COc1cccc(NC(=O)CN(C)C(=O)Cc2n[nH]c(=O)c3ccccc23)c1	-0.2	-7.6	-7.8	19.2*	14.6	2.7	0.6	-0.2	-0.8	-1.8
COC(=O)CS(=O)(=O)c1ccc2c(c1)CC(=O)N2	-2.1	-2.2	-11.4	-3.4	-4.8	-2.5	-0.6	0.7	0.0	1.9
CC(CCc1ccccc1)NC(=O)C(Cc1ccccc1)NS(=O)(=O)c1cccs1 (centres undefined)	-0.7	-7.2	-1.2	-11.1	0.4	-0.6	-0.9	-0.1	0.2	2.3
O=C(Nc1ccc(F)cc1)Oc1ccccc1N1CCOCC1	0.1	-1.1	-3.5	-5.2	-3.5	0.9	-0.3	-1.4	-0.9	-3.0
CCC(C)(C)NC(=O)C(c1ccc(C)cc1)N(CC1CCCO1)C(=O)c1csnn1 (centres undefined)	-0.7	-4.8	-3.6	6.7	-3.0	0.6	-0.7	1.3	-0.4	0.2
COc1ccccc1NC(=O)c1ccc2c(O)c(S(=O)(=O)c3ccccc3)c(=O)[nH]c2c1	-0.2	-14.8	-2.0	-7.8	-3.8	1.5	-1.5	0.7	-0.9	20.8
C/C(N)=C(/C#N)C(=O)COC(=O)c1cccc2ccccc12	-0.7	-7.5	-11.8	9.2	6.6	-0.8	0.8	0.4	-2.5	-5.5
O=S1(=O)CCN2C(c3cccc4ccccc34)=CSC2=N1	0.0	-2.5	-5.1	-5.5	-1.4	0.3	-1.2	0.6	-3.2	-5.9
O=C(Nc1ccc2nn(-c3ccccc3)nc2c1)c1cccs1	-0.1	17.8	-4.2	1.8	-4.6	11.7	0.2	0.6	1.4	3.7
CNC(=O)CC(C(=O)O)c1ccc(OC(C)C)cc1 (centres undefined)	0.2	9.3	-2.8	-10.8	1.0	2.7	-0.5	0.7	-2.8	-0.7
COc1ccc(S(=O)(=O)NCc2ccccn2)cc1NC(=O)c1ccccc1	0.5	3.3	-4.0	-8.0	-1.2	-3.1	-0.4	-0.5	0.3	2.2
COc1cc(C(=O)n2nc(C)cc2C)ccc1O	-2.6	33.0*	-11.8	-1.3	0.2	5.1	-0.1	2.3	-1.6	-2.0
O=c1c2ccccc2[nH]c(=S)n1Cc1ccccc1Cl	0.2	1.4	-2.1	-4.6	-16.6	-3.0	2.5	0.0	-0.9	-1.5
Cc1cc(Oc2ccccc2)nc(NCc2ccccc2)n1	-0.7	8.2	-6.0	3.4	3.6	-5.7	-0.4	-0.3	1.0	1.3
CCCCn1c(N)c(N(CCOC)C(=O)CSCc2cccc(C)c2)c(=O)[nH]c1=O	-0.4	9.8	-3.1	-11.2	-1.9	-0.7	-0.8	0.0	-0.6	1.0
CCOc1ccccc1NC(=O)Cn1cnc2c(cnn2-c2ccc(C)c(C)c2)c1=O	-0.4	37.6*	0.0	2.4	-12.7	-2.9	2.8	-0.7	1.4	4.8
C/C(=N\Nc1ccc(F)cc1F)c1ccc(Br)s1	0.2	12.5	-0.3	3.4	-7.5	0.1	3.5	1.1	0.5	-2.3
Cc1cccc(NC(=O)CSc2nnc([C@@H](N)Cc3ccccc3)o2)c1C	0.1	0.3	0.9	-1.9	-13.4	3.2	-0.5	-0.7	-1.5	1.5
CC1=CC(=C2C(=O)c3ccccc3C2=O)C=C(C)O1	-0.7	14.2	-2.2	-24.4	-4.4	1.9	2.3	-0.5	-2.0	-22.6
O=C(NN1S(=O)(=O)c2ccccc2S1(=O)=O)c1ccc(Br)cc1	1.3	-4.0	-7.2	5.5	-3.0	-0.4	-0.9	-0.5	2.9	-1.3

4 entries from above, arranged by SMILES length, low to high.
SMILES	Tb MetRS inh	NRP1-CendR mod	MsrA act	E coli Lon inh	Scp1 inh	DNMT1 block	LMPTP inh	MsrA inhibitor	STEP block	SUMO1 PPI mod
C/C(=N\Nc1ccc(F)cc1F)c1ccc(Br)s1	0.2	12.5	-0.3	3.4	-7.5	0.1	3.5	1.1	0.5	-2.3
CC1=CC(=C2C(=O)c3ccccc3C2=O)C=C(C)O1	-0.7	14.2	-2.2	-24.4	-4.4	1.9	2.3	-0.5	-2.0	-22.6
O=C(NN1S(=O)(=O)c2ccccc2S1(=O)=O)c1ccc(Br)cc1	1.3	-4.0	-7.2	5.5	-3.0	-0.4	-0.9	-0.5	2.9	-1.3
CCOc1ccccc1NC(=O)Cn1cnc2c(cnn2-c2ccc(C)c(C)c2)c1=O	-0.4	37.6*	0.0	2.4	-12.7	-2.9	2.8	-0.7	1.4	4.8

New compounds follow
SMILES	Tb MetRS inh	NRP1-CendR mod	MsrA act	E coli Lon inh	Scp1 inh	DNMT1 block	LMPTP inh	MsrA inhibitor	STEP block	SUMO1 PPI mod
Cc1nc2sc(C(c3cccc(F)c3)N3CCC(O)CC3)c(O)n2n1 (centres undefined)	0.5	-2.5	-2.1	-0.9	-6.1	0.2	-1.0	2.6	-0.5	-1.3
O=C(NCc1nnc(SCC(=O)N2CCc3ccccc32)o1)c1ccco1	-1.2	-1.1	-13.4	-0.4	-1.1	11.3	-1.0	-0.5	-1.2	-0.5
O=C(Nc1sc2c(c1C(=O)O)CCCCC2)c1cccnc1	-1.3	-20.3	-6.2	4.6	5.2	0.4	0.4	.	4.5	4.5
COC(=O)[C@@H](N)CS	-1.1	0.0	-0.8	-3.8	-8.8	3.9	2.3	-1.4	5.1	-2.9
COc1ccc(S(=O)(=O)N(CC(=O)Nc2ccc(S(=O)(=O)N3CCOCC3)cc2)Cc2ccc(F)cc2)cc1	0.2	5.7	-0.7	-3.5	-14.0	-7.7	1.5	0.2	-0.6	-0.6
CC1CCc2c(sc(N)c2C(N)=O)C1 (centres undefined)	-1.5	-18.2	-8.6	-8.2	-2.7	-23.5	1.8	0.0	5.9	-0.5
O=C(Nc1ccn(Cc2ccc(Cl)cc2)n1)c1ccc2c(c1)OCO2	-0.8	-12.3	-1.1	-8.7	-5.3	-7.8	-0.5	1.0	-1.3	40.1*
COc1ccc(OCC(=O)NNC(=O)C2CCN(c3ncnc4sc(C)c(C)c34)CC2)cc1	-0.1	-1.9	-0.4	0.6	3.6	-3.4	0.4	-0.2	-1.8	2.6
C[C@@H]1O[C@@H](OC[C@H]2O[C@@H](Oc3c(-c4ccc(O)cc4)oc4cc(O)cc(O)c4c3=O)[C@H](O)[C@@H](O)[C@@H]2O)[C@H](O)[C@H](O)[C@H]1O	0.8	5.9	-2.9	-2.3	-10.0	0.2	-0.1	2.6	0.8	-3.3
O=C(Nc1ccncc1)c1c(F)c(F)c(F)c(F)c1F	0.1	-2.0	-7.5	10.4	-4.7	-4.1	-1.2	0.5	-1.2	3.0
CCc1nc2ccc(C(=O)N3CCN(c4cc(C)ccc4C)CC3)cc2nc1CC	-0.4	4.0	0.8	1.9	-9.6	1.7	1.8	1.9	0.1	-5.2
C/C(=N\Nc1ccc2nncn2n1)c1ccc(Br)s1	3.3	5.2	-1.6	10.9	-6.2	3.1	-0.9	1.5	-3.8	-1.1
O=C(Nc1nc(-c2ccccc2)cs1)c1ccccc1NS(=O)(=O)c1ccc(F)cc1	0.0	-23.3	-3.4	-9.3	-10.7	-30.4	3.2	1.6	-3.1	20.5
